Source: PubChem (several laboratories)
Calpain2 inh = calpain II (pig) inhibition; inhibition, % at 16 µM; AID 1236; actives 0.37% (n = 220,000); purified calpain II, fluorogenic peptide substrate, 30 min;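 active = inhibition above about 50%, limit read from the data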
EP2 modulator = modulators of human EP2 prostaglandin E2 receptor | P43116 | EP2-expressing cells, cAMP HTRF FRET, PGE2 co-stimulation | induction, % at 25 µM | actives 0.83% (n = 260,000);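 active = compounds whose cAMP rise, as percent of the full-agonist control response, exceeds 60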;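 also: rat C6 glioma line stably carrying human EP2 under a CMV promoter; the protocol text gives 20 µM as final concentration; 100% = response of wells given 1 µM PGE2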
zfTRPN1 agonist = agonists of zebrafish TRPN1 channel | HEK293 zebrafish TRPN1-YFP, Fluo-8 calcium fluorescence; 100% = response to 87 µM carbachol | activation, % at 3 µM | actives 0.18% (n = 220,000) | AID 1424;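 active = activation above its plate's cutoff, the mean activation of test wells on that plate plus 3 SD, cut at about 19% in these data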;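 also: 0% = DMSO alone and 100% = 87 µM carbachol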
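Material – zebrafish TRPN1-YFP in HEK293 cells · Doses – 3 µM single point · Schedule – dye 1 h 37 °C plus 30 min RT · Signal – Fluo-8 calcium fluorescence, excitation 470-495 nm, emission 515-575 nm · Read-out – % activation versus carbachol response · Control set – carbachol high, DMSO low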
S1P4 antag = human S1P4 receptor antagonism; O95977; S1P4-expressing cells, antagonist mode, reporter read-out; inhibition, % at 4.98 µM; actives 0.26% (n = 220,000); AID 1510; in the data active = inhibition above about 29%;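 also: 0% = wells stimulated with agonist and 100% = vehicle wells without agonist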
S1P4 ag = activates the human S1P4 receptor | actives 0.35% (n = 220,000) | S1P4-expressing cell line, agonist reporter assay | AID 1509 | activation, % at 4.98 µM; in the data active = activation above about 11%;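 also: 0% = DMSO vehicle and 100% = reference agonist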
Ba/F3 V617F tox = loss of viability in JAK2V617F-driven Ba/F3 cells; inhibition, % at 5.6 µM; actives 1.1% (n = 220,000); Ba/F3 EpoR-JAK2V617F viability, ATP luminescence; AID 1446;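 active = inhibition above the campaign mean plus 3 SD over all tested compounds, cut at about 24% in these data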;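 also: cytokine-independent growth of Ba/F3 cells driven by EpoR plus mutant JAK2; 0% = DMSO-treated cells and 100% = JAK inhibitor I control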
BaF3 tox = parental Ba/F3 viability inhibition as JAK2V617F counter-screen | inhibition, % at 5.6 µM | AID 1486 | CellTiter-Glo ATP luminescence | actives 1.1% (n = 220,000);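 active = inhibition above a per-campaign cutoff, the mean inhibition of all tested compounds plus 3 SD, cut at about 27% in these data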;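 also: 0% = DMSO wells and 100% = JAK Inhibitor I control wells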
PERK inhibitor = blocks human PERK kinase. Q9NZJ5. CHO PERK-DD fusion, SEAP luminescence translation reporter. inhibition, % at 5.6 µM. actives 0.17% (n = 220,000);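 active = inhibition above the mean inhibition of all tested compounds plus 3 SD, set separately per screening campaign, cut at about 2.9% in these data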;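 also: PERK kinase domain activated by AP20187 dimerizer at 100 nM; 0% = DMSO with dimerizer and 100% = rapamycin at 8.4 µM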
Target sequence (Q9NZJ5 whole entry, looked up, the tested form may be a part): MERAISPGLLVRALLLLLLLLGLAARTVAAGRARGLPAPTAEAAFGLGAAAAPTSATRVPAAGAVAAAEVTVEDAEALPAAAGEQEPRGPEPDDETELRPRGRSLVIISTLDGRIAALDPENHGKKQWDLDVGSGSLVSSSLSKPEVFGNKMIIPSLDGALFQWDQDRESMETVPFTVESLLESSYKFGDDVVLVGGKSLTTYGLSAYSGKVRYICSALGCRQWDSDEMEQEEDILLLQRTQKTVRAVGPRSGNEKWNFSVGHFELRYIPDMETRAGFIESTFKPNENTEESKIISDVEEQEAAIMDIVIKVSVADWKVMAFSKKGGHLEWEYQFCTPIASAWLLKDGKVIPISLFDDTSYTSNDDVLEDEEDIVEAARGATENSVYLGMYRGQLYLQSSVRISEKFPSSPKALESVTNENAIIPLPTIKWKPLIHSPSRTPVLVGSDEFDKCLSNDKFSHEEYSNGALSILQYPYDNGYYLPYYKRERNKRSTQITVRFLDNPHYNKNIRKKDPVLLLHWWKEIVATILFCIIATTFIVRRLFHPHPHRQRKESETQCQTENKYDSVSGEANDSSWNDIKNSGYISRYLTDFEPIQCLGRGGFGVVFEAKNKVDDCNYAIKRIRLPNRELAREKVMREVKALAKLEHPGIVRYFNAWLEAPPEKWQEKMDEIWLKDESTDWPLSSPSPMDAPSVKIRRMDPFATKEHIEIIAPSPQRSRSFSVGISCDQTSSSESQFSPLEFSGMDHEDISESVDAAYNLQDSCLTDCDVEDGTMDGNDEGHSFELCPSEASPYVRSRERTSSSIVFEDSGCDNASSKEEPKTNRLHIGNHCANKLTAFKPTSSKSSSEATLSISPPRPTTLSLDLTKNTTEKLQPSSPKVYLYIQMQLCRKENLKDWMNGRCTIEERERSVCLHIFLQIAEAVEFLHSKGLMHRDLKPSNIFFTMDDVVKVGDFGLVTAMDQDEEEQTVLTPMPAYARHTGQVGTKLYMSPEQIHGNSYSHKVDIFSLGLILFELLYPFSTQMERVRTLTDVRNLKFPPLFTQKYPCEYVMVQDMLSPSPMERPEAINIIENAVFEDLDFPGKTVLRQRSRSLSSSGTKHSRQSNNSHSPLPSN
TRPML3 ag = human mucolipin-3 channel agonism; HEK293 TRPML3-YFP, Fluo-8 calcium fluorescence; 100% = the carbachol control signal; activation, % at 3 µM; actives 0.29% (n = 220,000); AID 1448;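 active = activation above its plate's cutoff, the mean activation of the plate's test wells plus 3 SD, cut at about 12% in these data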;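 also: 0% = DMSO only wells and 100% = carbachol wells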
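Material: TRPML3-YFP stable HEK293 cells | Dosing: One concentration, 3 µM nominal, 0.3% DMSO | Timing: 125 s total fluorescence read per well | Technique: Fluo-8 calcium dye fluorescence, ex 470-495, em 515-575 nm | Measure: Percent activation from peak-to-basal fluorescence ratio, scaled between DMSO and carbachol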
The depositor's hits bear a star.

Every second line gives: Calpain2 inh, EP2 modulator, zfTRPN1 agonist, S1P4 antag, S1P4 ag, Ba/F3 V617F tox, BaF3 tox, PERK inhibitor, TRPML3 ag
CC1CCc2c(nc3nc[nH]n3c2=O)C1 (configuration not stated)
    16, 26, -0.3, 3, 0.7, -3, 2, 0.0, 0.6
COc1ccc(NS(=O)(=O)c2cccc(-c3n[nH]c(=S)n3Cc3ccccc3)c2)cc1
    -23, 8, -0.5, -21, 1.0, 0, 5, 0.6, 0.4
CC(SCc1ccccc1)C(=O)N/N=C/c1cc2c(cc1Br)OCO2 (configuration not stated)
    17, 3, -2.5, -10, 2.9, 2, 1, 0.1, -2.0
COC(=O)c1ccc(-n2c(C)cc(C(=O)COC(=O)CNS(=O)(=O)c3ccc(C)cc3)c2C)cc1
    36, 52, -0.9, -16, -0.2, 1, 6, 0.8, 1.7
O=C(CNS(=O)(=O)c1cccs1)NCc1ccc(F)cc1
    -8, 33, -0.6, 6, 0.6, 0, 0, -0.2, 0.1
CO/N=C/NC(=O)c1ccc([N+](=O)[O-])c(CS(=O)(=O)c2ccc(Cl)cc2)c1
    -96, -11, 0.3, 3, 0.3, -4, 1, 1.3, -0.3
Cc1ccc(CC(=S)N2CCOCC2)cc1
    22, 15, -0.6, 0, 0.2, 0, 4, 0.0, 0.2
COc1cccc(C2=NOC(C(=O)N3CCN(c4ccccc4)CC3)C2)c1OC (configuration not stated)
    5, -27, 0.2, -21, -1.0, 0, 2, -0.2, -0.3
CCN(c1ccccc1)S(=O)(=O)c1cc(C(=O)Nc2ccc(Br)cc2)ccc1F
    -2, -30, 2.2, -3, 2.6, -1, 2, -0.8, 2.6
COc1ccc(N/N=C(/Oc2ccc([N+](=O)[O-])cc2)C(C)=O)cc1
    -10, 11, -0.5, 12, -0.7, -4, -1, -0.3, -0.1

Some entries already given, reduced to TRPML3 ag, S1P4 ag and S1P4 antag:
compound | TRPML3 ag | S1P4 ag | S1P4 antag
O=C(CNS(=O)(=O)c1cccs1)NCc1ccc(F)cc1 | 0.1 | 0.6 | 6
CO/N=C/NC(=O)c1ccc([N+](=O)[O-])c(CS(=O)(=O)c2ccc(Cl)cc2)c1 | -0.3 | 0.3 | 3
Cc1ccc(CC(=S)N2CCOCC2)cc1 | 0.2 | 0.2 | 0
COc1cccc(C2=NOC(C(=O)N3CCN(c4ccccc4)CC3)C2)c1OC (configuration not stated) | -0.3 | -1.0 | -21

(next part)
Every second line gives: Calpain2 inh, EP2 modulator, zfTRPN1 agonist, S1P4 antag, S1P4 ag, Ba/F3 V617F tox, BaF3 tox, PERK inhibitor, TRPML3 ag
COCC(C)n1c(C)cc(C(=O)CSc2nc(C)c(C)c(C)n2)c1C (configuration not stated)
    -5, 22, 2.0, -16, 0.8, -3, 0, 1.0, -0.1
Cc1cccc(NCc2nc3ccccc3n2Cc2ccccc2)c1
    26, 66*, -0.9, -5, 0.3, -1, 0, -0.8, -0.1
Cc1cccc(Cn2c(NCC(C)O)nc3c2c(=O)n(C)c(=O)n3C)c1 (configuration not stated)
    0, 14, 0.3, 1, 1.6, 0, 7, 0.8, 0.0
CN1CCN(CC(C)(C)NS(=O)(=O)c2ccc(Cl)cc2)CC1
    0, -12, 1.6, -3, -0.3, -4, -2, -0.6, 0.5
COc1ccc(CNC(=O)/C=C/C(=O)O)cc1OC
    -73, 14, -0.8, -4, 1.6, -4, -4, 0.9, 1.4
CCn1c(SCC(=O)NNC(=S)Nc2ccc(C)cc2)nnc1-c1ccc(Cl)cc1
    -3, 24, -3.4, 4, -0.2, 0, 6, -0.1, -0.1
NS(=O)(=O)c1cc(C(=O)OCC(=O)c2ccccc2)c(Cl)cc1Cl
    28, -5, 1.9, 2, -1.4, 0, 7, 2.6, 0.2
CCOC(=O)C1CCN(S(=O)(=O)c2ccc(CC)cc2)CC1
    0, -15, -0.1, -9, -1.7, -3, -2, 0.1, 0.6
CCc1ccc(OCCCC(=O)Nc2cccc(C(=O)O)c2)cc1
    -3, -4, -0.1, 2, 1.4, -2, 3, -0.7, 0.5
COc1ccccc1/C=N/NC(=O)CCSc1ccccc1
    0, -80, -1.6, -29, 1.5, 1, 4, 0.0, -0.1
COc1cccc(/C(O)=C2/C(=O)C(=O)N(CCN(C)C)C2c2ccc(Br)cc2)c1 (configuration not stated)
    6, 10, 1.5, -14, -0.4, -4, -1, 1.0, 0.3
CNC(=O)C1CCCN1S(=O)(=O)c1ccc(OC)cc1 (configuration not stated)
    -19, 18, 0.5, -23, 1.6, -1, 0, 0.1, 0.4
CCCNC(=O)c1ccccc1NC(=O)c1ccccc1N(C)S(=O)(=O)c1ccccc1
    -2, 20, -1.1, -14, 1.6, -4, 1, -0.2, -0.2
C=CCNC(=O)C(=O)NCCOc1ccccc1Cl
    -6, 1, -0.9, -15, 5.7, -3, 5, 1.3, 0.8
COc1ccccc1NC(=O)C1=C(C)Nc2nc(-c3ccccc3)nn2C1c1ccccn1 (configuration not stated)
    -7, 15, -0.9, 6, -5.5, -2, 3, -1.1, 1.0
CCC1(C)Cc2ccccc2-c2nc3n(c(=O)c21)CCCCC3 (configuration not stated)
    32, 57, -1.0, -12, 0.1, 2, 5, 0.4, 0.5
CCO[C@H]1OC(C(=O)O)=C[C@@H](c2csc3ccccc23)[C@@H]1CCCO
    1, 17, -0.3, 0, -1.2, -1, 1, 1.2, 1.1
C=CCc1c(C)[nH]c2c(OC)cccc2c1=S
    -33, -65, 0.9, -19, -1.5, 2, 1, -0.2, -0.6
CN(C)CCCN(C(=O)COc1ccccc1)c1nc2ccc(F)cc2s1
    -24, -6, 0.1, 6, 1.4, 2, 8, 0.6, 0.9
COc1ccc(/C=C/C(=O)c2ccc(OC)cc2OC)c(OC)c1
    -3, -6, -1.3, -8, -0.3, 0, -9, 0.2, 0.0
O=C(CN1CCN(C(=O)N2CCOCC2)CC1)Nc1ccc(Br)cc1
    5, -2, -0.1, -14, 0.6, -1, 3, -0.2, 1.0
CCOc1cc(S(=O)(=O)N2CCCC2)ccc1Cl
    14, 31, -1.9, -3, 0.2, 0, 4, -0.1, 0.8
Nn1c(SCc2cccc3ccccc23)nnc1-c1ccco1
    6, -31, -0.7, -5, -1.9, -4, 2, 0.1, 0.4
Cc1ccc(C)n1-c1cccc(S(=O)(=O)N2CCOCC2)c1
    -5, -15, -0.7, -4, 0.2, 0, 4, 1.3, -0.1
O=c1c(Cl)c(NCCO)cnn1-c1cccc(Cl)c1
    -26, 3, -0.1, -7, 0.3, 0, -2, 0.4, 0.9
CCOc1ccc(S(=O)(=O)N2c3ccccc3CC2C)cc1 (configuration not stated)
    4, -16, -1.4, 6, 1.6, 77*, 76*, 0.1, 0.1
CC1(C)CC(=O)C(C=Nc2ccc3cn[nH]c3c2)=C(O)C1
    -8, 1, 0.6, 11, -1.7, 4, 7, -0.6, 0.8
CCCC(c1nnnn1Cc1cccs1)N1CCN(C)CC1 (configuration not stated)
    -4, 6, 0.3, 5, -0.4, -1, 1, 0.1, 0.6
CCOC(=O)c1cc2c(ccn2C)n1CC(=O)N(CC)CC
    -37, 15, -1.2, -1, -0.1, 1, 2, 0.3, 0.6
CC(C)(C)c1cc(C(=O)NNc2cccc(Cl)c2)n(Cc2ccccc2)n1
    18, 45, -0.8, 26, -1.7, -5, -1, -0.3, -0.9
O=C(Cn1nc(-c2ccc3c(c2)OCCO3)ccc1=O)Nc1ccc(N2CCOCC2)cc1
    -20, -30, 0.2, 11, 2.4, -4, 0, 0.8, 0.3
O=S(=O)(c1ccc(F)c(F)c1F)N1CCN(C(=S)NC2CC3CCC2C3)CC1 (configuration not stated)
    -33, -21, 0.0, -4, 3.0, 0, 4, -0.1, 0.7
C1=Nc2c(NCc3ccccc3)ncnc2Oc2ccccc21
    -9, -44, -1.6, -8, 1.4, 4, 12, 0.4, 0.2
COc1ccc(/C=C(/CC(=O)NCc2ccc(Cl)cc2)c2nc3ccccc3s2)cc1
    -140, 43, -0.4, 2, 1.6, 2, 7, -0.5, -0.4
Cc1cc(C)c(C)c(OCc2nc(-c3cccnc3)no2)c1
    18, 5, 15, 30*, 3.4, 4, 1, -0.4, 0.3
CCSC1=C(C#N)C(c2ccc3c(c2)OCO3)C2=C(CCCC2=O)N1 (configuration not stated)
    -14, 14, 1.5, -1, 3.4, 2, 6, -2.1, -0.4
Cc1ccc(C)c(S(=O)(=O)NC(CC(C)C)C(=O)O)c1 (configuration not stated)
    23, 23, 1.2, -19, 1.6, -1, 4, 1.9, 0.2
O=C(CN1C(=O)C2C3C=CC(C3)C2C1=O)Nc1nc2ccccc2[nH]1 (configuration not stated)
    -48, -11, 1.0, -5, -1.5, 4, 9, -0.8, 1.6
CCC(c1nnnn1C(C)(C)CC)N(CCN1CCOCC1)Cc1cc2cc(C)ccc2[nH]c1=O (configuration not stated)
    -44, 2, -0.8, -16, -1.7, -2, 4, -0.2, 0.7
Cc1ccc(CS(=O)(=O)CCC(=O)NC2CC2)cc1
    6, 15, 0.3, 1, -0.4, -2, 7, -0.4, -0.3

4 entries out of the list above, arranged by their value in S1P4 antag, descending.
smiles	S1P4 antag
CCCC(c1nnnn1Cc1cccs1)N1CCN(C)CC1 (configuration not stated)	5
NS(=O)(=O)c1cc(C(=O)OCC(=O)c2ccccc2)c(Cl)cc1Cl	2
C1=Nc2c(NCc3ccccc3)ncnc2Oc2ccccc21	-8
CCOC(=O)C1CCN(S(=O)(=O)c2ccc(CC)cc2)CC1	-9

(listing goes on)
Every second line gives: Calpain2 inh, EP2 modulator, zfTRPN1 agonist, S1P4 antag, S1P4 ag, Ba/F3 V617F tox, BaF3 tox, PERK inhibitor, TRPML3 ag
COc1nc(Nc2ccc([N+](=O)[O-])cc2)nc(NC(C)C)n1
    26, -43, 0.2, -15, -0.9, 4, 8, 0.3, 0.1
CCOC(=O)c1nn(-c2ccc(F)cc2)cc1O
    -18, 17, 0.2, 4, -0.6, 0, 6, 1.0, 0.3
C/C(=N\NC(=O)c1ccc(Br)cc1)c1ccccc1
    7, -5, -0.2, -18, -0.1, 0, 3, 0.3, 0.6
COc1ccccc1C1(CCN=Cc2ccc(N(C)C)cc2)CCOC(C)(C)C1 (configuration not stated)
    8, -21, 1.1, 4, -0.4, 3, -4, 0.6, 0.6
Cc1ccc(NC(=O)Cc2noc3ccccc23)cc1
    -8, 8, -0.9, -19, 1.7, -3, 1, -0.1, -0.4
CCOc1cccc2cc(-c3nnc(NCc4ccc5c(c4)OCO5)s3)c(=O)oc12
    -132, -7, -1.0, -14, -1.7, -4, 0, 0.5, 0.1
COc1ccc(NC(=O)CC(Cc2ccccc2)C(=O)O)cc1 (configuration not stated)
    25, 21, 0.9, 19, -0.9, 4, 5, 2.5, 1.1
CN(C)S(=O)(=O)c1cccc(NC(=O)Cn2cc(C(F)(F)F)cc(Cl)c2=O)c1
    -15, -45, -0.9, 18, 1.0, 0, 8, 0.4, 0.5
O=C(COC(=O)[C@@H]1CCCN1S(=O)(=O)c1ccccc1F)Nc1ccc(OC(F)F)cc1
    5, -11, -1.2, 6, 1.2, 1, 8, 0.7, 0.0
Cn1ncc2c(=O)n(/N=C/c3ccccc3)cnc21
    32, -21, -0.4, -26, -2.3, -2, 3, -0.7, -0.2
C#CCOCCOCCOCCNc1nc(N2CCN(C(=O)[C@H](CCC(=O)O)n3cc(C(N)[C@H](C)CC)nn3)CC2)nc(N2CCN(C(=O)[C@H](CCC(=O)O)n3cc(C(N)[C@H](C)CC)nn3)CC2)n1 (some centres not stated)
    5, -2, 0.8, 0, 0.9, -2, 0, 0.2, 0.6
